CSN deneddyl inh – inhibitors of human CSN-mediated cullin deneddylation | AID 651999 | Purified CSN, SCF-Nedd8-OG deneddylation, fluorescence polarization | hit rate 0.38% among 360,000 | inhibition, % at 12.5 µM | Q92905;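 active means pattern-corrected inhibition above about 35%, with an unprinted fluorescence ratio check between 0.5 and 1.5, limit read from the data, passing the limit was not always enough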;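 further: 0% = enzyme with substrate and 100% = substrate without enzyme; some results filed as inactive read as strong as hits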
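Test system: purified human Csn5 enzyme expressed in HEK293T cells. Amount: 0.24 nM enzyme. Reagent: SCFSkp2-Nedd8OG substrate at 10 nM final. Schedule: 90 min incubation of compound, enzyme and substrate at room temperature. Detection: fluorescence polarization. Read-out: % inhibition of substrate cleavage by Csn5.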
Tb MetRS inh – Trypanosoma brucei MetRS inhibition; purified T. brucei MetRS, ATP depletion, Kinase-Glo luminescence; inhibition, % at 11.9 µM; hit rate 0.4% among 360,000;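 active means inhibition above a per-plate cutoff of the control wells' mean inhibition plus 3 SD, cut at about 5.5% in these data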;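 further: 0% = DMSO wells median and 100% = median of wells with control inhibitor compound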
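Material: T. brucei methionyl-tRNA synthetase, purified; reagent: substrates ATP, L-methionine and bulk Escherichia coli tRNA; dosing: 11.9 µM single point; timing: 15 min plus 2 h at 25 °C; detection: luminescence of leftover ATP; evaluation: % inhibition; control set: DMSO-only wells as low control; replicates: singlicate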
Scp-1 inhibitor – inhibitors of human Scp-1 phosphatase; Q9GZU7; Recombinant Scp1, phosphopeptide, malachite green phosphate absorbance; inhibition, % at 20 µM; hit rate 0.88% among 340,000; AID 493091;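 active means inhibition above about 50% at 20 µM, limit read from the data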;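 further: plate controls were DMSO wells with enzyme for no effect and wells lacking enzyme for full effect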
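System: SCP-1 catalytic domain; Reagent: Phospho 17-mer peptide substrate; Doses: one concentration, 20 µM, with 1.0% DMSO; Incubation: 45 min room-temperature reaction, 5 min colour, 30 min stabiliser; Signal: Phosphate-binding colour reagent, absorbance read at 630 nm.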
SUMO1-SIM PPI – alters human SUMO1 binding to SIM partners. P63165. SUMO1 binding to a labelled peptide, TR-FRET, 1 h. inhibition, % at 20 µM. hit rate 0.33% among 360,000. AID 602429; in the data active means inhibition above about 37%
STEP block – STEP (human) phosphatase inhibition; recombinant STEP, OMFP fluorogenic substrate, fluorescence; inhibition, % at 20 µM; hit rate 0.25% among 360,000; AID 588621;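 active means inhibition at 20 µM, scaled per plate between control wells, above about 37%, limit read from the data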;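 further: 0% = DMSO with enzyme and substrate and 100% = substrate only without enzyme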
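Material: STEP (striatal-enriched tyrosine phosphatase) enzyme, cell-free | Medium: 50 mM Bis-Tris pH 6.0 with 2.5 mM DTT and 0.005% Tween 20 | Read-out: Percent inhibition scaled to no-enzyme and uninhibited-enzyme controls, plate-pattern corrected | Signal: Fluorescence read at 480 nm ex / 540 nm em | Times: 20 min reaction, room temperature, in the dark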
DNMT1 inh – DNMT1 (human) enzyme inhibition; P26358; DNMT1 molecular beacon, Hinp1I cleavage, fluorescence; inhibition (reported as % activation of signal), % at 10 µM; hit rate 0.83% among 360,000; AID 588458; in the data active means inhibition above about 50%
Target sequence (P26358 504-1616 limits assumed): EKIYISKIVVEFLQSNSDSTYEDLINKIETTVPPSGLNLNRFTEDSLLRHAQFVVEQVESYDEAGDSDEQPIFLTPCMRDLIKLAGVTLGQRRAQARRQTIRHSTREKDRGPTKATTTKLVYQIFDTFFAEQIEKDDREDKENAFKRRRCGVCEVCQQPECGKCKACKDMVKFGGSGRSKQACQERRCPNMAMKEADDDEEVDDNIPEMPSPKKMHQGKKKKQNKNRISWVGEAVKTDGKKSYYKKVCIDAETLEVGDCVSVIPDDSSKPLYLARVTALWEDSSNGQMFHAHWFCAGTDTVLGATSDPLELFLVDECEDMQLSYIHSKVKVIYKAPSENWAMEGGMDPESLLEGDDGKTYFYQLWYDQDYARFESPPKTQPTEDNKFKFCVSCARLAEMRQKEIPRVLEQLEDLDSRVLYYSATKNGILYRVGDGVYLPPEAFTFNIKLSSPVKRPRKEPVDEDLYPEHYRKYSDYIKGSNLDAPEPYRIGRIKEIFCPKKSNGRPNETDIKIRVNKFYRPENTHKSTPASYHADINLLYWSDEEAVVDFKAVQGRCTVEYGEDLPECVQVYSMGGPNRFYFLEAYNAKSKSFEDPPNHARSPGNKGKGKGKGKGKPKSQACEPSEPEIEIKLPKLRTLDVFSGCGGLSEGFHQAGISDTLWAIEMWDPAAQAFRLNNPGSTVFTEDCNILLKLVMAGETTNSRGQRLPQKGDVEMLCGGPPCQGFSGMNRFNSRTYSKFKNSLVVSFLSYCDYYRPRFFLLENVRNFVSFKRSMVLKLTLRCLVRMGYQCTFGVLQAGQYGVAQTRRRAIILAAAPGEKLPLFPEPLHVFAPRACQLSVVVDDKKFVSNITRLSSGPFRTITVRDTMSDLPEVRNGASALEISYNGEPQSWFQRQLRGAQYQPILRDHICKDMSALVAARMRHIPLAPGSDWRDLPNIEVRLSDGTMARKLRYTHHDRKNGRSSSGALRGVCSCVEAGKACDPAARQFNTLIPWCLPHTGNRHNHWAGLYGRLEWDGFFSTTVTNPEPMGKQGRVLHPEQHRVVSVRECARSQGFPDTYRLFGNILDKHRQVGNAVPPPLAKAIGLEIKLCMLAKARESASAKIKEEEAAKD
MsrA inhibitor – bovine MsrA inhibition; purified bovine MsrA, absorbance read-out; inhibition, % at 15.5 µM; hit rate 0.75% among 360,000; in the data active means inhibition above about 4.5%;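 further: 0% = vehicle wells with enzyme and 100% = reference inhibitor wells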
NadD block – NadD (S. aureus) enzyme inhibition; purified NadD enzyme, colorimetric absorbance read-out; inhibition, % at 20 µM; hit rate 0.78% among 360,000; in the data active means inhibition above about 26%; further: some compounds past the cut are filed as inactive
Rpn11 inh – Rpn11 (human) deubiquitinase inhibition | hit rate 0.59% among 360,000 | human 26S proteasome, Ub4-pepOG fluorescence polarization; 20S core pre-blocked with epoxomicin | calls only at 20 µM;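 active means inhibition at 20 µM, scaled to each plate's controls, above about 33%, limit read from the data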
LMPTP block – LMPTP (human) inhibition. P24666. recombinant LMPTP-A, OMFP fluorogenic substrate, fluorescence intensity. inhibition, % at 20 µM. hit rate 0.22% among 360,000. AID 651560;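 active means compounds that cut the enzyme signal by at least half of the control window in the single-dose screen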;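 further: plate controls were DMSO wells with enzyme plus substrate for no effect and substrate without enzyme for full effect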
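Assay system: LMPTP-A, protein tyrosine phosphatase of low molecular weight / Medium: pH 6.0 Bis-Tris buffer with DTT and Triton X-100 / Schedule: 50 min enzyme reaction at room temperature, protected from light / Measured by: endpoint fluorescence intensity from OMFP dephosphorylation / Read-out basis: % inhibition relative to no-enzyme and uninhibited control wells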
* hit, by the source's call; i = inactive; · = no result given.

STEP block	LMPTP block	DNMT1 inh	Rpn11 inh	SUMO1-SIM PPI	Tb MetRS inh	NadD block	MsrA inhibitor	CSN deneddyl inh	mol	Scp-1 inhibitor
15	-2.9	1	i	6	-0.3	-5	-0.5	-7	CC1CCN(CCOCCOc2ccccc2-c2ccccc2)CC1	-4
0	-2.3	1	i	-1	-0.8	-7	0.5	-4	O=C(NCC1CCCO1)C1CCN(c2ccc(S(=O)(=O)N3CCCC3)cc2)CC1 (configuration not stated)	3
1	0.7	0	i	21	-0.4	-5	1.1	4	O=C(N/N=C/c1cccc(C(F)(F)F)c1)c1ccc(O)cc1	3
-1	0.3	-2	i	3	-0.3	-5	-0.1	-4	CCOC(=O)C1(Cc2cccc(F)c2)CCN(C(=O)c2ccoc2C)CC1	-5
-2	-0.2	1	i	1	-0.1	-6	1.4	0	COC(=O)c1nn(-c2ccccc2)c(Sc2ccccc2)c1/C=N/O	-6
-1	0.2	0	i	-5	1.2	-3	1.3	-1	O=C(NCCCc1ccccc1)C(=O)c1c[nH]c2ccccc12	-3
0	-0.9	0	i	11	-1.2	-4	0.5	-5	COc1ccc2c(c1)c(CC(=O)OCC(=O)O)c(C)n2C(=O)c1ccc(Cl)cc1	-20
0	-2.2	2	i	4	-0.6	-3	1.1	-16	C=CCNC(=S)NNC(=O)c1cc(O)ccc1O	3
7	19	37	i	0	-0.7	7	1.2	9	COc1ccccc1N1CCN(C(=O)c2cc3c(s2)CCC3)CC1	85*
-1	2.5	-11	i	-4	0.3	6	0.1	6	Oc1ccc(Nc2nc(-c3ccc4ccccc4c3)cs2)cc1	·
-1	-0.8	-1	i	-3	-1.0	3	-1.4	3	Cc1cccc(N(CC(N)=O)C2SC(=O)N(c3ccccc3)C2=O)c1 (configuration not stated)	-2
3	0.5	-2	i	-1	-0.8	3	-0.9	1	CCCCN(CC)CCNC(=O)C1c2cc(OC)c(OC)cc2C(=O)N2CCc3ccccc3C12 (configuration not stated)	-2
-3	-0.7	1	i	5	-0.2	9	-1.1	0	Cc1cc(C)nc(SCC(=O)OC(C)C(=O)Nc2ccccc2)n1 (configuration not stated)	-9
2	-0.4	-1	i	3	-0.5	-6	1.1	-3	O=C(Cc1ccsc1)Nc1ccc2c(c1)OCO2	0
3	-0.6	3	i	-11	-0.1	-3	0.5	2	Cc1cc(C)nc(SCc2cc(=O)c(OC(=O)c3ccc(Cl)c([N+](=O)[O-])c3)co2)n1	-2
0	-1.9	2	i	2	-0.7	-3	-0.7	-2	CC(=O)N1c2ccc(S(=O)(=O)N3CCC(C(=O)NC4CCCCC4)CC3)cc2CC1C (configuration not stated)	-6
-1	-1.3	3	i	3	-0.1	1	1.1	4	COCCCN(C(=O)c1cccnc1SC)c1c(N)n(Cc2ccccc2)c(=O)[nH]c1=O	-10
0	0.3	-1	i	7	-0.1	3	0.6	0	COc1ccc(C(=O)Nc2ccc3nc(C)sc3c2)cc1S(=O)(=O)N1CCOCC1	·
0	3.7	5	i	4	-0.8	-1	2.6	3	Cc1cccc(S(=O)(=O)Nc2nc3ccccc3nc2NCC2CCCO2)c1 (configuration not stated)	4
0	0.3	0	i	-5	-0.2	-5	1.1	-2	O=S(OCCN1CCCC1)C(c1ccccc1)c1ccccc1 (configuration not stated)	-2
-1	-0.3	0	i	6	-0.1	0	-1.9	-6	COc1ccc(C(=O)NCCCN=C2NS(=O)(=O)c3ccccc32)cc1	1
0	-0.6	-6	i	-1	-0.6	-5	-0.3	-2	Oc1ccccc1Nc1ncnc2c1oc1ccccc12	0
-2	-1.2	0	i	3	0.0	1	0.5	1	CCOC(=O)C1CCCN(S(=O)(=O)c2ccc3c(c2)N(C)C(=O)CC(=O)N3C)C1 (configuration not stated)	-2
2	-0.9	1	i	-2	0.6	0	3.4	-3	CCn1cc(/C=C(\NC(=O)c2ccccc2)C(=O)N2CCOCC2)c2ccccc21	-5
-4	-0.1	4	i	-26	-0.2	-5	-0.2	-8	NC(=O)c1ccc(C(=O)c2ccc([N+](=O)[O-])cc2)cc1	-5
1	-1.2	-3	i	0	0.7	5	-0.5	3	CC(=O)Nc1ccc(NS(=O)(=O)c2ccc(Cl)s2)cc1	-3
0	1.4	3	i	-1	-1.2	-11	0.8	-3	CC(=O)n1c2ccccc2c2ccccc21	-6
2	-1.1	-1	i	6	-0.1	1	-0.4	-2	CCC(C)NC(=O)CSc1nc2ccsc2c(=O)n1NC(=O)c1ccccc1 (configuration not stated)	-1
0	4.3	-9	i	3	0.7	2	0.8	2	O=C(Nc1ccc(Cl)cc1)C1Cc2c(-c3ccc(Cl)cc3)ccnc2O1 (configuration not stated)	·
-1	0.3	5	i	-8	-0.4	5	2.1	1	Cc1cccc(-c2cc(C(=O)N/N=C/c3cccnc3)c3ccccc3n2)c1	-6
0	-2.1	-4	i	-1	-1.0	3	0.1	-3	Cc1ccc(S(=O)(=O)N[C@H](C(=O)N2CCC3(O)CCCCC3C2)c2ccccc2)cc1 (some centres not stated)	-2
2	0.5	-4	i	-3	-0.2	-2	0.2	4	CCOc1ccccc1N1CCN(CC(=O)Nc2ccnn2C2CCCC2)CC1	-3
-2	1.6	-2	i	-2	-0.8	12	1.0	3	CCSc1cc(N2CC(C)OC(C)C2)nc(-c2ccccc2Cl)n1 (configuration not stated)	4
-4	-1.6	2	i	6	-0.4	1	0.2	-2	CN/C(=C\[N+](=O)[O-])NCCSCc1csc(CN(C)C)n1	-4
6	-0.8	-1	i	-25	-0.5	-1	1.9	-1	Cc1cccc(N=[N+]([O-])c2cccc(C)n2)n1	-1
-4	-0.9	6	i	0	-1.0	1	1.3	2	Cc1nc2ccccc2n1S(=O)(=O)c1ccc(S(=O)(=O)N2CCCCCC2)cc1	-1
0	-0.4	-1	i	1	-2.2	-3	-0.6	0	CC(=O)Cc1cc(=O)c2c(C)cc(O)c(C3OC(CO)C(O)C(O)C3O)c2o1 (configuration not stated)	-7
4	-2.5	22	i	0	-0.1	13	-0.1	0	CCc1ccc2nc3c(c(C(=O)O)c2c1)CCC3	17
-2	-0.1	4	i	-2	-0.4	-8	1.0	-4	Cn1cc(SCC(=O)NCc2ccc(F)cc2)c2ccccc21	-6
1	0.2	4	i	-5	-1.9	-3	-1.0	1	NC(=O)c1ncn([C@@H]2O[C@H](CNS(=O)(=O)c3cc(S(=O)(=O)c4ccccc4)cs3)[C@@H](O)[C@H]2O)n1	-11
1	-2.3	-1	i	-4	-0.1	0	-1.3	-3	CCOC(=O)c1ccc(NS(=O)(=O)c2c(C)n[nH]c2C)cc1	0
-2	-0.4	1	i	1	0.0	-7	0.8	4	Cn1ncc(Cl)c1C(=O)N1CCN(S(=O)(=O)c2cccs2)CC1	-7
0	-0.6	1	i	-7	-0.6	-5	-0.2	-2	C/C(=N\NC(=O)c1ccc(N2CCCC2=O)cc1)c1ccncc1	2
-1	-0.4	1	i	2	-0.2	-2	0.8	1	C#Cc1ccc(NC(=O)C2(C)CCN2C(=O)c2cc(C)n(C)n2)cc1 (configuration not stated)	·
-2	1.6	-5	i	-18	0.1	0	-1.1	8	N#C/C(=C\c1ccc([N+](=O)[O-])cc1)c1nc(C2CC2)cs1	-14
0	-1.0	1	i	-1	-0.5	-3	-1.1	0	CCOc1ccccc1C(=O)OCC(=O)Nc1cccc(S(=O)(=O)NC2=NCCCCC2)c1	-2
2	1.0	7	i	1	-1.5	-12	-1.0	2	CCC(C(=O)NC1CCCC1)N(Cc1cccs1)C(=O)Cn1nnc(-c2ccc(OC)c(OC)c2)n1 (configuration not stated)	-15
-1	-0.3	3	i	-2	-1.3	-2	0.4	-8	CC(C)N(C(=O)COC(=O)[C@@H]1CC(O)CN1S(=O)(=O)c1ccc(C(C)(C)C)cc1)C(C)C (some centres not stated)	3
2	-0.3	-10	i	-3	-0.1	0	-0.1	0	CCC1=Nc2cc(C(=O)NCCN3CCOCC3)ccc2Sc2ccc(C)cc21	-3
-1	-1.5	0	i	-3	43*	-10	0.7	-1	O=C(NCc1cc(Cl)cc(Cl)c1)c1csc(COCCO)n1	·
0	0.1	-2	i	-1	-0.9	-7	0.4	3	Cc1ccc(S(=O)(=O)/N=C(\c2ccc(F)cc2)n2c(C)nc3ccccc32)cc1	-3

Records above marked active in Scp-1 inhibitor:
STEP block	LMPTP block	DNMT1 inh	Rpn11 inh	SUMO1-SIM PPI	Tb MetRS inh	NadD block	MsrA inhibitor	CSN deneddyl inh	mol	Scp-1 inhibitor
7	19	37	i	0	-0.7	7	1.2	9	COc1ccccc1N1CCN(C(=O)c2cc3c(s2)CCC3)CC1	85*

Entries above containing a thiophene ring, fused or not (seven):
STEP block	LMPTP block	DNMT1 inh	Rpn11 inh	SUMO1-SIM PPI	Tb MetRS inh	NadD block	MsrA inhibitor	CSN deneddyl inh	mol	Scp-1 inhibitor
7	19	37	i	0	-0.7	7	1.2	9	COc1ccccc1N1CCN(C(=O)c2cc3c(s2)CCC3)CC1	85*
2	-0.4	-1	i	3	-0.5	-6	1.1	-3	O=C(Cc1ccsc1)Nc1ccc2c(c1)OCO2	0
1	-1.2	-3	i	0	0.7	5	-0.5	3	CC(=O)Nc1ccc(NS(=O)(=O)c2ccc(Cl)s2)cc1	-3
2	-1.1	-1	i	6	-0.1	1	-0.4	-2	CCC(C)NC(=O)CSc1nc2ccsc2c(=O)n1NC(=O)c1ccccc1 (configuration not stated)	-1
1	0.2	4	i	-5	-1.9	-3	-1.0	1	NC(=O)c1ncn([C@@H]2O[C@H](CNS(=O)(=O)c3cc(S(=O)(=O)c4ccccc4)cs3)[C@@H](O)[C@H]2O)n1	-11
-2	-0.4	1	i	1	0.0	-7	0.8	4	Cn1ncc(Cl)c1C(=O)N1CCN(S(=O)(=O)c2cccs2)CC1	-7
2	1.0	7	i	1	-1.5	-12	-1.0	2	CCC(C(=O)NC1CCCC1)N(Cc1cccs1)C(=O)Cn1nnc(-c2ccc(OC)c(OC)c2)n1 (configuration not stated)	-15
